# Screens deposited in PubChem BioAssay by University of Kansas High Throughput Screening Laboratory.
# mHTT CaM bind – mutant huntingtin-calmodulin interaction inhibitors – biochemical, AlphaScreen, primary screen; P42858; inhibition, % at 15 µM; 3.6% of 190,000 active; AlphaScreen His-mHTT/GST-CaM binding, luminescence;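 further: 0% = both proteins with DMSO and 100% = one protein alone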
# Pf apPOL block – Pf-apPOL inhibitors, biochemical, fluorescence. Plasmodium falciparum apicoplast DNA polymerase (apPOL). Recombinant Pf-apPOL, molecular beacon fluorescence, 1.5 h. inhibition, % at 10 µM. 0.25% of 210,000 active
# * hit, by the source's call; i = inactive; nt = not tested or not shown; & = joins results of further samples. No stated cut-off is given here; in the data, active means inhibition above about 50%; inactive means the rest. A portion of the library. The share of hits here may be higher or lower than overall.
SMILES,mHTT CaM bind,Pf apPOL block
COc1ccc(-n2ccnc(SCC(=O)NC3CCCC3)c2=O)cc1Cl,4,4
O=C1C(=O)N(c2cccnc2)C(c2ccccc2[N+](=O)[O-])C1=C(O)c1ccc(Cl)cc1 (centres undefined),88*,-218
COc1ccc(N2CN=c3s/c(=C\c4ccccc4O)c(=O)n3C2)cc1,45,6
O=C(Nc1cccs1)Nc1nnc(SCc2cccnc2)s1,-2,4
COc1cccc(CN2CCCCC2c2nc(-c3ccncc3)no2)c1 (centres undefined),15,2
O=C(Cc1c(F)cccc1Cl)N1CCc2c(nc3cc[nH]n3c2=O)C1,-2,-4
Cc1cc(-c2ccccc2)c(C#N)c(N)n1,-5,50
O=C(c1cc(Cl)ccc1F)N1CCc2nc(-c3ccc(Cl)cc3)ncc2C1,-10,-9
CC1(C)Oc2ccc(NC(=O)c3ccco3)cc2O1,-3,2
CN1CCCN(C(=O)c2cn3ccnc(-c4ccc(F)cc4)c3n2)CC1,-3,-3
O=S(=O)(NCc1ccc(-c2ccc(F)cc2F)o1)c1ccccc1,nt,0
Cc1cccc(NC(=O)c2ccc3c(c2)N(S(C)(=O)=O)CC3)c1,-6,1
Cc1ccccc1CNC(=O)CN(c1ccccc1F)S(C)(=O)=O,1,0
CCOC(=O)c1cnc(SCC(=O)c2cc(Cl)c(Cl)s2)nc1N,nt,0
O=[N+]([O-])c1cc(Cl)cc(C=Nc2ccc(-c3nc4ncccc4o3)cc2)c1O,15,-20
Cc1ccc2[nH]cc(CCN3CC(C(=O)Nc4nc5c(C)cccc5s4)CC3=O)c2c1 (centres undefined),81*,-1
O=C(NC(=S)Nc1ccc(Cl)cc1)c1ccc([N+](=O)[O-])o1,nt,8&17
COc1ccc(-c2nc3c(c(=O)[nH]2)CCN(C(=O)Cc2cccs2)C3)cc1,-1,-4
O=C(c1ccc(-c2noc(-c3ccccc3)n2)s1)N1CCCC1,-6,-1
O=C(Nc1ccc(F)cc1F)C1CC(c2ccccc2F)=NO1 (centres undefined),-19,0
COC(=O)CN=CC(C(C)=O)=C(C)O,nt,-1
O=C(O)COc1ccc(Br)cc1/C=C1\SC(=O)N(Cc2ccc(F)cc2)C1=O,45,-2
O=C1/C(=C/c2ccc(O)cc2)SC(=Nc2ccc(O)cc2)N1c1ccc(O)cc1,50,29
Cc1ccccc1NC(=O)Cn1c(=O)n(-c2ccccc2)c2ncccc21,-5,3
Cc1sc(N=Cc2ccc([N+](=O)[O-])cc2)nc1-c1ccccc1,10,1

# Later entries.
SMILES,mHTT CaM bind,Pf apPOL block
Cc1ccccc1CC(=O)c1ccc(O)c(C)c1O,-17,-3
Cc1ccc(NC(=O)c2cnc3cc(-c4ccccc4)nn3c2C)cc1,-4,-3
CCOc1ccc(C(=O)Nc2c3c(nn2-c2ccc(OC)cc2)CS(=O)C3)cc1OCC (centres undefined),11,-1
CC1CCN(C(=O)CSc2nnc3ccc(-c4cccs4)nn23)CC1,-2,-1
CCN1CCN(CCC(=O)Nc2cc(OC)ccc2OC)CC1,6,-12
O=C(NCCCn1ccnc1)/C(=C\c1cccnc1)NC(=O)c1ccccc1F,15,-2
O=C(CNc1c2ccccc2nc2ccccc12)NC(Cc1c[nH]c2ccccc12)C(=O)O (centres undefined),32,0
N#CC(C#N)=C1C(Cl)=C(N2CCCCC2)c2ccccc21,56*,3
CC(=O)N1CCN(c2nc3c(s2)CC(C(=O)Nc2cccc(Cl)c2)CC3)CC1 (centres undefined),47,-3
CCCNc1cc(N2CCC(CCC(=O)NCCc3cccs3)CC2)ncn1,4,3
CCCCN(C)c1ccc(-c2nc(-c3ccccc3)no2)cn1,-1,2
CC(C)CNC(=O)C1CC(=O)OC12CCCCC2 (centres undefined),-2,2
Cc1ccc(NC(=O)C(=O)NCc2ccc(F)cc2)c(C)c1,1,1
O=C(NCc1ccncc1)c1ccc(-c2ccc(N3CCSCC3)nc2)cc1,13,22
CCc1ccc2ncc(C#N)c(N3CCC(C(=O)NCc4ccccc4)CC3)c2c1,6,0
COc1ccc(N(C)C(=O)c2nc(C)n(C3CCN(C)CC3)c2C)cc1,76*,6
O=S(=O)(c1ccccc1)c1ccc(O)c(O)c1,-2,-4
O=C(COc1ccc([N+](=O)[O-])cc1)Nc1ccc(N2CCN(C(=O)c3ccccc3)CC2)cc1,11,-6
CCOc1cc(C(=O)Nc2nnc(-c3ccc(Cl)s3)o2)cc(OCC)c1OCC,11,-19
COc1cc2c(cc1OC)C(c1ccncc1)CC(=O)N2 (centres undefined),-1,-3
CCOc1ccc(-n2nc(C(=O)N3CCCCCC3)c3ccccc3c2=O)cc1,12,1
CCOC(=O)COc1ccc2c(-c3cccc([N+](=O)[O-])c3)cc(=O)oc2c1,0,-1
O=S1(=O)CCN2C=C(Br)C=C(Br)C2=N1,-11&-4,-5
Cc1ccc(NC(=O)CCc2ccc3nc[nH]c3c2)cc1F,-5,-5
COc1ccccc1N1CCN(c2ccc([N+](=O)[O-])cn2)CC1,1,-2

# New compounds follow:
SMILES,mHTT CaM bind,Pf apPOL block
COc1ccc(C2Nc3ccccc3-c3nnc(SC)nc3O2)cc1Br (centres undefined),3,0
CCOc1ccc(NC(=O)CSc2nc3[nH]ncc3c(=O)n2-c2cccc(C)c2)cc1,38,-12
COc1ccc(OC)c(N(CC(=O)Nc2cccc(C(C)=O)c2)S(=O)(=O)c2ccccc2)c1,2,1
COc1ccccc1C1=NN(C(=O)CN2CCOCC2)C(c2cccc(F)c2)C1 (centres undefined),38,-1
CC(=O)NCC(=O)N1CCCn2cc(-c3ccccc3)nc21,-1,1
COc1ccc(C2(CNCC(N)=O)CCCC2)cc1OC,-2,-3
Cc1ccccc1-c1nnn(Cc2ccc([N+](=O)[O-])cc2)n1,12,9
CC(=O)N1N=C(c2ccc3c(c2)OCO3)CC1c1cccc2nccnc12 (centres undefined),-4,-10
Clc1cccc(-c2nc(-c3cccc(-c4ccn[nH]4)c3)no2)c1,1,2
CCN1CCN(C(=O)CN2C(=O)/C(=C/c3cccc(Cl)c3)Sc3ccccc32)CC1,44,-7
CCCCN(C)C(=O)c1coc(=O)c2ccccc12,4,-1
NC(=O)c1ccc2c(c1SCCO)C(=O)c1ccccc1C2=O,-1,-4
CNC(=O)c1cc2c(=O)n(CC(C)C)c3ccccc3n2n1,11,-7
O=C(NCc1nnnn1C1CCCCC1)c1c(F)cccc1Cl,0,0
CCC(C(=O)N1CCc2c(c(-c3nc(Cc4ccccc4)no3)nn2C)C1)c1ccccc1 (centres undefined),30,-3
O=C(COc1ccccc1)N1CCC(Cc2nnc(-c3ccccc3)o2)CC1,8,3
CC(=O)C1=C(O)C(=O)N(c2ccc(Br)cc2)C1c1cccc(F)c1 (centres undefined),3,1
CCc1onc(C)c1C1CCCN1Cc1ccc(C)c(C)c1 (centres undefined),-60,-5
Cc1sc(NC(=O)Cc2ccccc2)nc1-c1ccccc1,-2,6
Cc1ccccc1Cn1nnc(-c2ccc(F)cc2)n1,-94&-92,-1&-7
O=C(CN1C(=O)/C(=C/c2cccc(Cl)c2)Sc2ccccc21)N1CCCCC1,-5,2
NC(=O)CCc1c[nH]c2ccccc12,-6,-4
CCc1c(C(=O)NC(C)C)c(C2CC2)nn1C,-4,-2
COc1nccc(N2CCC(CC(=O)NCCc3cccs3)CC2)n1,1,-6
CC(=O)c1cccn1S(=O)(=O)c1ccccc1,nt,-3

# Overlap with the part before: 3 compounds, then new ones.
SMILES,mHTT CaM bind,Pf apPOL block
CCc1c(C(=O)NC(C)C)c(C2CC2)nn1C,-4,-2
COc1nccc(N2CCC(CC(=O)NCCc3cccs3)CC2)n1,1,-6
CC(=O)c1cccn1S(=O)(=O)c1ccccc1,nt,-3
O=C(NNC(=O)c1csc(COc2ccc(C3SCCS3)cc2)n1)c1ccc(Cl)cc1,nt,-2
O=c1c2cc3c(=O)n(CCO)c(=O)c3cc2c(=O)n1CCO,-6,-3&-8
CCC(=O)N1CCc2cc(S(=O)(=O)N(CC)c3cccc(C(F)(F)F)c3)ccc21,-4,0
CN(CCCNC(=O)CC1CCN(S(=O)(=O)c2cccs2)CC1)c1ccccc1,34,3
CC(C)N1CCN(C(=O)c2ccc3c(c2)CC(=O)N3Cc2cccc(F)c2)CC1,31,-5
COc1ccc(NC(=O)CCCC(=O)O)cc1,-7,-5
COc1ccc(OC)c(C2c3c(oc4ccccc4c3=O)C(=O)N2C)c1 (centres undefined),-1,-10
CN(CCO)c1ccc([N+](=O)[O-])cc1C(=O)O,1,-3
CCc1cc(=O)oc2cc3occ(-c4ccc(Cl)cc4)c3cc12,8,7
O=C1OC(c2cccc([N+](=O)[O-])c2)=N/C1=C\c1ccc(Cl)cc1Cl,24,4
CCOc1ccc(CN2CCCC(C(=O)N3CCCCCC3)C2)cc1 (centres undefined),2,-5
O=c1c2c(nc(SCc3ccccc3Cl)n1-c1ccc(F)cc1)CCS2,-4,1
CCCN1CCn2cc(C(=O)NCc3cccc(Br)c3)nc2C1,38,-5
CC1=C(C(=O)Nc2cccc(C)c2C)C(c2ccccc2Cl)NC(=O)N1 (centres undefined),-1,4
Cc1ccc(S(=O)(=O)N(CC(=O)NCc2ccncc2)Cc2ccccc2F)cc1,2,-3
CC1=NN(C(=O)c2ccc([N+](=O)[O-])cc2)C(C)(O)C1 (centres undefined),2,3
Cc1csc(C(=O)NCC2CCN(C(=O)c3cc4ccccc4o3)CC2)c1,2,-71
CCOc1nccnc1NC1CCN(C(=O)c2cccnc2)CC1,-1,-2
Nc1ccsc1CCCC(=O)O,6,-1
COc1ccc(CNC2CC(=O)N(c3ccc(Br)cc3)C2=O)cc1 (centres undefined),7,4
CCN(C)C(=O)C1CN(C(=O)c2cccs2)CC1c1cccc(C(F)(F)F)c1 (centres undefined),9,-5
COc1ccc(Cn2c(SCC3OCCO3)nc3ccsc3c2=O)cc1,-12,-9
COc1ccc(C(=O)Nc2c(-c3ccccc3)c(C(F)(F)F)nn2C)cc1,nt,2
O=C(CCOc1ccccc1)Nc1cccc([N+](=O)[O-])c1,3,-4
OC(COCCC12CC3CC(CC(C3)C1)C2)CN1CCN(c2ccccn2)CC1 (centres undefined),37,2

# Reformatted: entries from further up
canonical_smiles | mHTT CaM bind | Pf apPOL block
COc1ccc(CNC2CC(=O)N(c3ccc(Br)cc3)C2=O)cc1 (centres undefined) | 7 | 4
CCN(C)C(=O)C1CN(C(=O)c2cccs2)CC1c1cccc(C(F)(F)F)c1 (centres undefined) | 9 | -5

# Further results
SMILES,mHTT CaM bind,Pf apPOL block
COc1ccc(-c2c(C)oc3cc(OC(=O)C(C)C)ccc3c2=O)cc1OC,84*,-7
O=C(c1ccccc1C(F)(F)F)N1CCCN(Cc2nc3ccccc3o2)CC1,12,-1
CCN(CC)c1ncc2c(NCc3ccccc3)nc(SCc3ccccc3)nc2n1,nt,3
O=C(Cc1ccccc1)Nc1cccc(N2C(=O)CCC2=O)c1,-4,2
O=C(Nc1ccc2scnc2c1)c1cc2cc([N+](=O)[O-])ccc2s1,1,5
CC(=O)c1cccc(NC(=O)c2ccccc2C)c1,2,2
COc1ccc(-c2noc(C3CCCN3C(=O)NCCc3ccccc3)n2)cc1 (centres undefined),18,-6
N#CC1(Nc2cccc(C(F)(F)F)c2)CCCCCC1,nt,24
COc1ccc(CN2CCN(C(=O)c3ccoc3)CC2)cn1,3,1
O=C1S/C(=C\c2ccc(N3CCOCC3)o2)C(=O)N1Cc1c(F)cccc1Cl,8,-2
CCC(O)(CC)c1ccccc1O,1,-4
COc1cccc(C=C2SC(=S)N(C(CC(=O)O)C(=O)O)C2=O)c1 (centres undefined),2,-11
COc1cccc(NC(=O)CC2Sc3ccc(C(F)(F)F)cc3NC2=O)c1 (centres undefined),-1,-8
O=c1oc(-c2cccc(Cl)c2)nc2ccccc12,-1,-8
CCOc1ccc(-c2n[nH]c(C(F)(F)F)c2-c2ccc(OC)c(OC)c2)c(O)c1,28,-3
COc1ccccc1OCC(=O)Nc1ccc(Br)c(Cl)c1,-26,-30
Cc1ccc(NC(=O)CC2CS(=O)(=O)CC2CC(=O)Nc2ccc(C)c(C)c2)cc1C (centres undefined),2,-2
Cc1ccnc(NC(=O)c2ccc(OC(C)C)cc2)c1,-4,-2
O=c1c2c(-c3ccccc3)csc2nc2c3ccccc3c(N3CCOCC3)nn12,4,7
COc1ccc(CN2CCc3cc(OC)c(OC)cc3C2)cc1OC,-2,7
COc1cc2c(cc1OC)C(COc1cccc(C(F)(F)F)c1)N(C(=O)C(C)C)CC2 (centres undefined),96*,-1
Cc1ccc(-c2c(C(=O)Nc3ccc(N(C)C)cc3)oc(=O)c3ccccc23)cc1,19,-7
Clc1ccc(OCCOCCN2CCOCC2)cc1Cl,2,-1
COc1cc(Cl)c(C)cc1NC(=O)c1ccco1,-10,-4
Cc1ccc(-c2ccc(/C=C3\C(=O)NN(c4ccc(F)cc4)C3=O)o2)c([N+](=O)[O-])c1C,40,6
COc1ccc(NC(=O)CCCn2nc([N+](=O)[O-])c(Br)c2C)cc1OC,5,0
O=S(=O)(c1cccc2cccnc12)N1CCN(c2ccccc2)CC1,-6,-2
O=C1C(c2ccc(F)cc2)N(Cc2ccc3c(c2)OCO3)C(=O)CN1C1CCCCCC1 (centres undefined),27,-5
C/C(=N\NC(=O)c1cccs1)C(C)(C)C,i,nt

# Exported with two lines to a compound: 2 of the compounds above
# Sequence of screens – mHTT CaM bind | Pf apPOL block
- O=C1S/C(=C\c2ccc(N3CCOCC3)o2)C(=O)N1Cc1c(F)cccc1Cl
  8 | -2
- CCC(O)(CC)c1ccccc1O
  1 | -4

# Reformatted with each value named: four of the compounds above
COc1ccc(CN2CCc3cc(OC)c(OC)cc3C2)cc1OC
  mHTT CaM bind: -2
  Pf apPOL block: 7
CCC(O)(CC)c1ccccc1O
  mHTT CaM bind: 1
  Pf apPOL block: -4
CC(=O)c1cccc(NC(=O)c2ccccc2C)c1
  mHTT CaM bind: 2
  Pf apPOL block: 2
O=C(Nc1ccc2scnc2c1)c1cc2cc([N+](=O)[O-])ccc2s1
  mHTT CaM bind: 1
  Pf apPOL block: 5
